Source: PubChem BioAssay (several laboratories)
HEK293 NFkB inh: inhibitors of the PMA/ionomycin-induced NF-kB reporter in HEK293 cells; AID 465; HEK-293 NF-kB luciferase reporter, luminescence; inhibition, % at 3 µM; hit rate 0.21% among 62,000;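 active = inhibition above the mean of all tested compounds plus 3 SD, cut at about 40% in these data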;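 also: 0% = stimulated DMSO wells and 100% = 10 µM reference inhibitor 5653914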
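Material: HEK-293 cells with stable firefly luciferase reporter driven by four HIV NF-kB elements / Also added: PMA plus ionomycin mix as NF-kB-activating stimulus / Compound dosing: 3 µM once, 0.30% DMSO / Times: 1 h pretreatment, 16 h stimulation, 37 °C / Signal: luminescence / Evaluation: per-plate % inhibition versus controls / Benchmarks: DMSO and 10 µM reference inhibitor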
D1 mod: D1 dopamine receptor (human) allosteric modulation; AID 641; hit rate 5.9% among 58,000; P21728; HEK293 D1, CRE-luciferase, dopamine EC30 potentiation; actives deviate in either direction; B-score at 10 µM;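 active = luminescence count or its row- and column-corrected plate score outside the 99.7% band of the plate's sample wells, on either side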
Target sequence (P21728 whole entry, looked up): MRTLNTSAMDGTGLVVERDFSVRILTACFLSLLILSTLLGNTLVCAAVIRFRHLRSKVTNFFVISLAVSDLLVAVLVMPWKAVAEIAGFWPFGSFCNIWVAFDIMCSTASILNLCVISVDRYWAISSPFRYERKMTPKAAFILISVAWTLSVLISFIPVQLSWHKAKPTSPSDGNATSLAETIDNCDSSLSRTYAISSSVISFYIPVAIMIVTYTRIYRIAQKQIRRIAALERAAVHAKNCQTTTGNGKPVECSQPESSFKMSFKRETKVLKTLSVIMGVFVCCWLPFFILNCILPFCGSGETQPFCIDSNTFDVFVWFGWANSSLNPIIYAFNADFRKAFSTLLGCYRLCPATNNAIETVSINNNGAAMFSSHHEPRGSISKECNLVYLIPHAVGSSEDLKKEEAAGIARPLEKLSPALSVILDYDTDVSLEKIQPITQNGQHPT
HTR1E agonist: activates the human 5-HT1E serotonin receptor | P28566 | CHO 5-HT1E Ga15 NFAT-bla reporter, FRET; 0% DMSO wells, 100% control agonist wells | activation, % at 6 µM | hit rate 0.69% among 65,000 | AID 574;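 active = activation above a set limit, the screen-wide mean activation plus 3 SD, cut at about 8.5% in these data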;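 also: 100% = positive control agonist at 1 µM giving full maximal response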
Jurkat viability: cytotoxic compounds reducing Jurkat cell viability; Jurkat E6.1 viability, ATP luminescence, 48 h; inhibition, % at 4 µM; hit rate 1.2% among 56,000; AID 463;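 active = inhibition above the mean inhibition of all tested compounds plus 3 SD, cut at about 28% in these data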
5HT1a antag: 5-HT1a (human) receptor antagonism; P08908; CHO 5-HT1a Ga15 NFAT-bla reporter, antagonist mode; inhibition, % at 10 µM; hit rate 0.68% among 62,000;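 active = inhibition above the mean of all tested compounds plus 3 SD, cut at about 43% in these data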;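 also: receptor stimulated by 5-CT agonist at 100 nM near EC80; beta-lactamase reporter measured by ratiometric fluorescence of a cleavable substrate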
S1P3 agonist: S1P3 (human) receptor agonism; Q99500; activation, % at 4.5 µM; S1P3 NFAT-BLA reporter cells, FRET ratio; relative to 1 µM S1P, basal subtracted; hit rate 0.1% among 60,000;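 active = activation above the screen-wide mean plus 3 SD, cut at about 4.5% in these data, passing the limit was not always enough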; also: some compounds called inactive have numbers as strong as hits
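Assay system: CHO cells stably expressing human S1P3, Gα16 and NFAT-β-lactamase reporter. Timing: overnight plating, 4 h compound 37 °C, 2 h substrate RT. Signal: β-lactamase FRET emission ratio 460/535 nm. Measure: percent activation versus median 1 µM S1P response, basal-subtracted, per plate. Repeats: primary screen single test, confirmation screen in triplicate.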
HTR1A agonist: agonists of human 5-HT1a serotonin receptor; P08908; CHO 5-HT1a Ga15 NFAT-bla reporter, FRET ratio; 0% basal, 100% maximal reference agonist; activation, % at 10 µM; hit rate 0.56% among 65,000; AID 567;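 active = activation above the screen-wide mean activation plus 3 SD, cut at about 19% in these data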;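 also: 0% = DMSO wells and 100% = 5-CT at EC100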
S1P1 ag-PAM: agonists and agonism potentiators of human S1P1 receptor | P21453 | S1P1 CRE-bla cells, forskolin, beta-lactamase FRET, potentiator mode; S1P1 agonist co-added at EC20, 2 nM; 100% = saturating reference agonist, 0% = basal | activation, % at 9.5 µM | hit rate 0.57% among 56,000;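 active = activation above a cutoff set at the mean activation of all tested compounds plus 3 SD, cut at about 54% in these data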;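 also: forskolin at 4 µM as EC80 and the EC20 agonist is SEW2871; 100% = SEW2871 at its EC100 plus forskolin at EC80; some compounds past the cut are filed as inactive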
Target sequence (P21453 whole entry, looked up): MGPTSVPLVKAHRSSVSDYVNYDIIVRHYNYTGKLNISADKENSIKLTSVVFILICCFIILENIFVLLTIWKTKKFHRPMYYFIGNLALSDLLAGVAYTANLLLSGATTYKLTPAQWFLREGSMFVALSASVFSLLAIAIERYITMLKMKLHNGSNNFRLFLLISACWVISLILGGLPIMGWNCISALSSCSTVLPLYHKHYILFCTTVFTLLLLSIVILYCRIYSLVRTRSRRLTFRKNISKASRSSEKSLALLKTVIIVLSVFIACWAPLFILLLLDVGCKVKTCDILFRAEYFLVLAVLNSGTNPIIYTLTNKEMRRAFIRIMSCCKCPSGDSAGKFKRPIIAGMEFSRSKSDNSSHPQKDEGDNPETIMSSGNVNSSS
5HT1E antag: antagonists of human 5-HT1E serotonin receptor | CHO 5-HT1E Ga15 NFAT-bla reporter, FRET, antagonist | P28566 | AID 571 | inhibition, % at 6 µM | hit rate 0.99% among 65,000;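 active = inhibition above a set limit, the mean inhibition across every tested compound plus 3 SD, cut at about 29% in these data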;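 also: signal is the 460 over 535 nm emission ratio of beta-lactamase substrate; 0% = agonist plus DMSO wells and 100% = wells without agonist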
Active calls of the source: *; x = no result given.

SMILES	HEK293 NFkB inh	D1 mod	HTR1E agonist	Jurkat viability	5HT1a antag	S1P3 agonist	HTR1A agonist	S1P1 ag-PAM	5HT1E antag
COc1ccc(N2CCN(Cc3cc(=O)oc4ccc5ccccc5c34)CC2)cc1	15	0.066	-0.5	-1	1	-1.1	-0.6	-13	-3
O=C(NC1CCCCC1NC(=O)c1ccco1)c1ccco1 (stereo not drawn)	21	0.07	-1.0	10	-3	0.7	-2.5	1	0
COc1ccc(C(=O)n2nc(-c3ccc(C)cc3)nc2N)cc1OC	10	0.097	0.0	x	2	x	-1.0	x	12
O=C(Cn1nnc(-c2ccccc2F)n1)Nc1ccc2c(c1)OCO2	5	-0.14	-0.6	-3	2	-1.4	-1.6	1	9
Cc1cc(C(F)(F)F)nn1Cc1ccc(C(=O)NCc2ccco2)o1	9	0.23	-0.4	2	17	-1.0	-1.1	-6	-1
COc1ccccc1NC(=O)CCc1c(C)[nH]c(=O)c(C#N)c1C	-8	0.78	0.2	1	-3	-0.4	-2.1	-31	7
O=C(Nc1ccccc1-c1ccccc1)C1CCCN(c2ncccn2)C1 (stereo not drawn)	15	-0.3	0.3	-4	5	-0.2	0.5	-19	-1
CCOc1ccc(NC(=O)Nc2ccc(N(C)C(C)=O)cc2)cc1	1	-1	-0.4	-2	0	-1.3	-0.7	x	-4
Cc1cc2ccccn2c1C(=O)c1ccncc1	28	0.66	-1.0	1	-2	-0.7	-1.4	-4	-8
N#CCCn1cnc2ccccc21	14	0.21	-0.4	-6	-4	-1.0	-3.3	-8	0
O=C(CN(Cc1cccs1)C(=O)CNS(=O)(=O)c1ccc(F)cc1)NCc1ccco1	2	0.34	-0.5	-5	-5	0.7	-1.7	-14	-7
CCOC(=O)c1ccc2c(c1)NC(=O)C(N1CCN(c3ccc(OC)cc3)CC1)S2 (stereo not drawn)	15	-0.025	0.6	-1	-18	-0.7	1.0	-15	17
Clc1ccccc1-c1nnc2sc(-c3cccs3)nn12	21	11*	-0.7	0	17	-1.2	-0.3	2	9
O=C(CSc1nnc(-c2ccccc2O)o1)N1CCc2ccccc2C1	8	-1.9	-0.5	x	5	x	-0.5	x	1
Cc1ccc(-n2c(SCc3nnc4n3CCC4)nnc2-c2ccccc2)cc1	21	-0.36	-0.2	4	3	-0.5	-0.2	4	-7
COC(=O)c1oc2ccc(Br)cc2c1-n1cccc1	9	8.3*	-0.3	1	-12	0.6	0.6	-25	-7
CN1C(=O)c2ccc(N(C)C)cc2C1=O	x	x	1.4	x	x	-1.3	3.2	4	-6
COc1ccc(C(=O)N2CCN(c3ccc(C)cc3)CC2)cc1OC	9	0.68	0.5	2	-4	-0.6	-2.5	-9	-4
Cc1cc(-c2ccco2)n(-c2ccccc2)n1	8	5.9*	0.4	-2	14	-0.6	2.2	5	2
Cc1ccsc1C(=O)OC1CCOC1=O (stereo not drawn)	5	-0.31	-0.2	-6	-4	0.0	-3.1	10	11
Cc1ccc(-n2c(=O)[nH]cc(C(=O)Nc3ccc4c(c3)OCCO4)c2=O)cc1	11	-5*	0.9	-7	-6	-0.7	-0.9	-28	-1
COc1ccc(NC(=O)c2ccc(CN3CCN(c4ccccc4)CC3)cc2)cc1	-1	1	0.2	23	-3	0.4	-0.9	5	-6
O=C(Nc1ccccc1C(=O)Nc1ccccc1C(=O)NCc1ccco1)c1ccco1	0	1.7	0.9	13	-8	-0.7	-0.1	0	10
CC(C)Cc1nc2oc3c(N4CCN(C)CC4)ncnc3c2c2c1CCCC2	14	0.09	0.2	4	6	-1.0	-1.1	2	14
Cc1cc(C)cc(Nc2ncc3c(n2)CCCC3=O)c1	-33	-5*	-0.1	0	-7	-0.9	-3.0	8	2
Cc1ccc(S(=O)(=O)N(C)CC(=O)N2CCN(C(=O)c3ccco3)CC2)cc1	13	x	0.5	3	-6	3.0	-1.6	-9	-9
CC1=C(C(N)=O)C(c2ccccc2)n2nc(-c3ccncc3)nc2N1 (stereo not drawn)	6	-0.12	-0.5	3	2	-0.7	-1.9	-16	-4
COc1ccc(CCNC(=O)C2CCN(S(=O)(=O)N3CC(C)CC(C)C3)CC2)cc1OC (stereo not drawn)	14	0.23	2.0	4	-4	-0.9	0.7	-20	-6
COCc1cc(=O)[nH]c(Nc2nc(C)c3ccc(C)cc3n2)n1	-2	0.9	-0.8	2	2	-0.5	-2.6	-12	2
C=CCN(CC=C)C(=O)C1CC(=O)N(c2ccc(Br)cc2)C1 (stereo not drawn)	13	0.68	-0.3	0	-4	0.0	-2.3	-25	-1
COc1ccc(-c2noc(N3CCC(C(=O)N4CCN(c5ccccn5)CC4)CC3)n2)cc1	14	-1.5	0.1	18	2	0.0	1.5	6	-1
Cc1nc2ncnn2c(Nc2ccc3c(c2)OCCO3)c1C	23	0.23	0.4	4	7	-0.3	-1.4	13	4
CC1CN(Cc2nc3c(c(=O)n(C)c(=O)n3C)n2CCc2ccccc2)CC(C)O1 (stereo not drawn)	10	0.68	0.7	4	0	0.4	-0.5	-13	10
O=C(CCC(=O)N1CCN(S(=O)(=O)c2ccccc2)CC1)c1cccs1	6	1	0.2	-3	0	0.5	-2.2	-15	-8
Cc1nc2nc(CSc3nnc(C)s3)cc(=O)n2[nH]1	9	0.049	0.6	4	-10	-0.2	-1.8	-3	-11
Cc1cc(C)n(CCc2nc3c4ccccc4n(CC(=O)Nc4ccc(Cl)cc4F)c(=O)n3n2)n1	19	0.024	0.5	4	-5	-0.8	-0.7	-10	-7
CS(=O)(=O)N(CCc1ccccc1)CC(=O)N1CCN(Cc2ccccc2)CC1	2	x	0.0	15	-12	-0.3	-1.5	18	-8
OC(c1ccc(Cl)cc1)c1nnc(-c2ccccc2)o1 (stereo not drawn)	6	0.85	-1.6	-4	2	0.4	-4.0	-9	-8
COc1ccccc1CN(C(=O)c1ccco1)C(C(=O)NC1CCCC1)c1ccncc1 (stereo not drawn)	13	x	-0.8	3	0	-0.7	-1.0	3	-4
CCOc1ccc(-c2nnn(CC(=O)NCc3ccc(F)cc3)n2)cc1OCC	21	1.4	2.7	3	4	-0.3	3.8	-22	13

A section of the results above, as a working copy:
SMILES	HEK293 NFkB inh	D1 mod	HTR1E agonist	Jurkat viability	5HT1a antag	S1P3 agonist	HTR1A agonist	S1P1 ag-PAM	5HT1E antag
O=C(CN(Cc1cccs1)C(=O)CNS(=O)(=O)c1ccc(F)cc1)NCc1ccco1	2	0.34	-0.5	-5	-5	0.7	-1.7	-14	-7
CCOC(=O)c1ccc2c(c1)NC(=O)C(N1CCN(c3ccc(OC)cc3)CC1)S2 (stereo not drawn)	15	-0.025	0.6	-1	-18	-0.7	1.0	-15	17
Clc1ccccc1-c1nnc2sc(-c3cccs3)nn12	21	11*	-0.7	0	17	-1.2	-0.3	2	9
O=C(CSc1nnc(-c2ccccc2O)o1)N1CCc2ccccc2C1	8	-1.9	-0.5	x	5	x	-0.5	x	1
Cc1ccc(-n2c(SCc3nnc4n3CCC4)nnc2-c2ccccc2)cc1	21	-0.36	-0.2	4	3	-0.5	-0.2	4	-7
COC(=O)c1oc2ccc(Br)cc2c1-n1cccc1	9	8.3*	-0.3	1	-12	0.6	0.6	-25	-7
CN1C(=O)c2ccc(N(C)C)cc2C1=O	x	x	1.4	x	x	-1.3	3.2	4	-6
COc1ccc(C(=O)N2CCN(c3ccc(C)cc3)CC2)cc1OC	9	0.68	0.5	2	-4	-0.6	-2.5	-9	-4
Cc1cc(-c2ccco2)n(-c2ccccc2)n1	8	5.9*	0.4	-2	14	-0.6	2.2	5	2

(list continues)
SMILES	HEK293 NFkB inh	D1 mod	HTR1E agonist	Jurkat viability	5HT1a antag	S1P3 agonist	HTR1A agonist	S1P1 ag-PAM	5HT1E antag
O=C(Nc1ccccn1)Nc1cccs1	-3	-0.65	-0.6	-4	-8	0.1	-2.6	-4	-3
COc1ccc(C(=O)O)cc1S(=O)(=O)Nc1cccc(C(F)(F)F)c1	11	-1.3	-0.2	-5	-4	0.0	0.8	-24	-2
COCCN1Cc2cccc(C(=O)N3CCN(c4cc(C)ccc4C)CC3)c2C1=O	16	0.78	2.7	1	-2	-0.3	-2.5	-12	0
CCN(CC)S(=O)(=O)c1ccc(NC(=O)c2ccc(NS(C)(=O)=O)cc2)cc1	15	-0.37	1.0	6	-9	-0.9	-0.7	x	1
O=C(C1CCN(C2CC(=O)N(c3ccc(Cl)cc3)C2=O)CC1)N1CCOCC1 (stereo not drawn)	11	-0.46	-0.2	6	-7	-0.8	1.5	-27	-5
COc1cc(-c2nnc(SCC(=O)c3cc(C)n(CC4CCCO4)c3C)o2)cc(OC)c1OC (stereo not drawn)	18	0.054	1.2	4	-29	-1.5	-0.8	-14	-1
Oc1ccc(-c2csc(Nc3cccnc3)n2)cc1	6	6.1*	-0.6	-6	-2	1.5	-3.2	8	-15
CCCN1Cc2cccc(C(=O)NCCCOC(C)C)c2C1=O	8	0.094	-0.2	-4	-19	0.0	-1.9	4	4
N#CCSc1nnc(COc2cccc3ccccc23)n1-c1ccccc1	4	-1	0.8	16	22	-1.0	-1.2	13	18
COC(=O)c1nn2c(C(F)(F)F)cc(-c3ccc(Br)o3)nc2c1Br	x	x	3.7	x	x	2.7	0.6	1	-5
CC(C)(C)C(=O)Cn1c[n+](N)cn1	13	-0.63	-0.1	1	-14	-0.8	-3.4	-24	-7
COc1cc2c(cc1OC)CN(C(=O)CSc1nc3[nH]ncc3c(=O)n1-c1ccccc1)CC2	12	2.4	0.5	0	8	-0.5	0.7	-13	13
Cc1oc(-c2ccccc2Cl)cc1-c1nn2c(-c3ccco3)nnc2s1	17	1.3	-0.7	11	-10	-1.4	0.3	6	-5
Cc1nc(NC(=O)CCCC(=O)Nc2nc(C)c(C)s2)sc1C	9	-1	-0.8	4	0	-0.7	-1.3	4	5
CCCCNC(=O)CC1N=C2c3ccccc3N=C(SCC(=O)Nc3ccc(OC)cc3)N2C1=O (stereo not drawn)	4	-0.2	-0.7	2	-31	-2.0	0.1	-8	4
O=C1CN(C(=O)c2ccc(Br)o2)C(c2ccccc2)c2cc(Br)ccc2N1 (stereo not drawn)	5	2.5	0.7	4	-6	-1.1	1.3	-36	4
Fc1ccccc1CCNc1nnnn1-c1ccccc1	8	x	-0.5	x	6	x	-1.3	x	-4
CC(=O)c1c(C)[nH]c(C(=O)NCCCN2CCCC2)c1C	16	0.034	-0.1	1	-7	0.6	-5.2	15	0
CC1(C)CC(=O)C2=C(C1)NCN(Cc1ccccc1)C2	-2	0.26	0.3	-3	9	-0.1	-2.3	-3	-4
CCCCOc1ccc(C(=O)N2CCCCCC2)cc1	8	-0.66	-0.2	9	-13	-0.8	-0.8	-3	-11
